Screens: PubChem, National Center for Advancing Translational Sciences (NCATS)
aSyn yeast inh: rescues yeast growth from alpha-synuclein toxicity. Yeast expressing alpha-synuclein, growth rescue, BacTiter-Glo, 24 h. Potency, µM (series often up to 46.1 µM), for the others: top-dose growth rescue (activation), most hits filed as activators. actives 0.14% (n = 370,000). AID 652106; note: potency is the fitted concentration of half-maximal effect; % of control where 0% means no effect; nearly all actives have a fitted effect of over 65% in size
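Screening used galactose-induced yeast with toxic alpha-synuclein levels, exposed to compound for 24 hr at 30 deg C. Cell growth, read with BacTiter-Glo luminescence, gave the measured signal.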
WRN inhibitor: inhibitors of human WRN helicase; actives 0.46% (n = 360,000); Q14191; WRN helicase unwinding, fluorescent forked duplex, kinetic; Potency, µM (highest dose often 114 µM), inactives show at the highest dose activity change, negative = inhibition, usual class: inhibitors; AID 651768; note: potency is the fitted concentration of half-maximal effect; % is set by controls: 0 for no effect and ±100 for the full control effect; nearly all actives have a fitted effect of over 55% in size
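Enzyme (20 nM final) and test compound sit together 15 min at room temperature before substrate addition. Substrate is a single-forked duplex oligonucleotide (100 nM) labelled with fluorophore and quencher, with 2 mM ATP; helicase unwinding raises red fluorescence, read kinetically.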
Abeta rescue: compounds reversing amyloid beta toxicity in yeast; yeast expressing A-beta42, growth rescue, OD600, 48 h; response scale: 0% DMSO, 100% iron-clioquinol control; actives 0.063% (n = 410,000); AID 1347071; Potency, µM (doses to about 46.1 µM), for inactives: at the highest dose growth rescue, most hits filed as activators; note: potency is the fitted concentration of half-maximal effect; nearly all actives have a fitted effect of over 55% in size
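Growth rescue measured by 600 nm absorbance after 48 h yeast culture at 30 C with compound. Values normalized between DMSO and an equimolar ferric chloride plus clioquinol control.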
IL2 activator: activates IL-2 in a cell-based reporter assay; IL-2 activation reporter assay, cell-based qHTS; stimulated with anti-CD3/CD4/CD28 beads; in transgenic mouse T cells; activation, % (series mostly up to about 46 µM); actives 0.065% (n = 360,000); in the data active = activation above about 50%; inconclusive = mostly about 30% to 49%; note: 0% is about no effect
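Readout: EGFP and DsRed signals by fluorescent plate cytometry. Unstimulated transgenic mouse T cells received compound 60 min before antibody-bead stimulation, then incubated 18 h at 37 degrees C.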
EPAC1 antag: blocks human EPAC1 exchange factor. O95398. AID 720709. EPAC1 GEF assay, Rap1b-BODIPY-GDP exchange fluorescence. actives 0.14% (n = 360,000). Potency, µM (doses to about 115 µM), for inactives: top-dose activity change, negative = inhibition, hits mostly inhibitors;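 note: potency is the fitted concentration of half-maximal effect; plate controls were vehicle for no effect and positive control for full effect; nearly all actives have a fitted effect of over 50% in size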
PLK1 PBD block: PLK1 (human) polo-box domain binding inhibition; actives 2.8% (n = 360,000); Plk1 PBD binding of FITC phosphopeptide, fluorescence polarization; P53350; AID 720504; Potency, µM, for inactives: max response, negative = inhibition, hits mostly inhibitors; note: potency is the fitted concentration of half-maximal effect; series mostly up to about 57 µM; % is set by controls: 0 for no effect and ±100 for the full control effect; nearly all actives have a fitted effect of over 65% in size
Target sequence (P53350 whole entry, looked up, the tested form may be a part): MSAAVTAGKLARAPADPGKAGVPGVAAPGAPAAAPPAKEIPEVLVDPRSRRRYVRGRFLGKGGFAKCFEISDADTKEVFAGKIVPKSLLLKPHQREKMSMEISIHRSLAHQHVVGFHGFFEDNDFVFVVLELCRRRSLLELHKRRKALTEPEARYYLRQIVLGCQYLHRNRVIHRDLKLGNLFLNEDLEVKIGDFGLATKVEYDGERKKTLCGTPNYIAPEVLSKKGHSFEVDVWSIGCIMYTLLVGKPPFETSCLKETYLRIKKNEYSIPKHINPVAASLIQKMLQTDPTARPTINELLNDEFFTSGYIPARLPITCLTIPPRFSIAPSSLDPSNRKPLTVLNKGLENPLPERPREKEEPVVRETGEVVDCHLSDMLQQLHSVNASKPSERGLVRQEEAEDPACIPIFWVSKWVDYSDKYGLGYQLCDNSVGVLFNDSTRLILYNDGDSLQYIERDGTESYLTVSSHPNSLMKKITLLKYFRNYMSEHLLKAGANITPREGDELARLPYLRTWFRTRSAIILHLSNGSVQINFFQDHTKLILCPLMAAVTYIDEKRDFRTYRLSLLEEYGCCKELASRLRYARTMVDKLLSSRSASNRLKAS
FUS yeast rescue: FUS proteinopathy suppression in yeast. S. cerevisiae FUS-expressing, growth rescue, OD600, 24 h. Potency, µM (top dose mostly 76.6 µM), without a hit: at the top dose growth rescue (activation), hits mostly activators. actives 0.24% (n = 390,000);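 note: potency is the fitted concentration of half-maximal effect; plate controls were DMSO vehicle for no effect and reference control for full effect; nearly all actives have a fitted effect of over 55% in size; some results filed as inactive show a strong effect at the top dose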
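Restored growth of FUS-toxic S. cerevisiae, read as 600 nm absorbance after 24 h at 30C in galactose medium (starting OD 0.005). Controls CP55940 and DMSO.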
PI5P4Ka inh: inhibitors of human PI5P4K alpha | P48426 | PI5P4Kalpha enzyme, ADP-Glo luminescence, 60 min; active compounds read low | max response, % | actives 1.2% (n = 330,000) | AID 652105; active = max response of -50% or lower; inconclusive = between -30% and -50%; inactive = -30% or higher; note: value at the top dose of about 77 µM; % is set by controls: 0 for no effect and ±100 for the full control effect
Target sequence (P48426 whole entry, looked up): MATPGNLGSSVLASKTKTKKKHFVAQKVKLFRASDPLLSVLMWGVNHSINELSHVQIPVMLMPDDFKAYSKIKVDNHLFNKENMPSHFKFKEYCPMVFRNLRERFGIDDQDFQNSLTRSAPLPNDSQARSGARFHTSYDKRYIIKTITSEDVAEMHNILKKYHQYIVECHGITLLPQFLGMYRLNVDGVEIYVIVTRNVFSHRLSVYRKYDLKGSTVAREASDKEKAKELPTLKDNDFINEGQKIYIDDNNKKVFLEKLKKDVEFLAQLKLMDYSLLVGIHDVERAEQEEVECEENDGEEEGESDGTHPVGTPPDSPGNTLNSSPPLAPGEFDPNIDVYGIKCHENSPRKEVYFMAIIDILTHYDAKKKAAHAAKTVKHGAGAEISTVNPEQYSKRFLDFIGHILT
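Single end-point luminescence (ADP-Glo) quantified ADP from PI5P4Kalpha turnover; ATP 5 microM final, 1 h at RT, 0.1% CHAPS and 0.28 mM EGTA in HEPES pH 7.4.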
EPAC1 agonist: activates human EPAC1 exchange factor | O95398 | EPAC1 agonist qHTS, biochemical assay; response scale: 100% = response to 6.5 mM cAMP | Potency, µM (doses to about 154 µM), without a hit: top-dose activation, hits mostly activators | actives 0.073% (n = 360,000); note: potency is the fitted concentration of half-maximal effect; nearly all actives have a fitted effect of over 60% in size
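Nucleotide exchange assay: 100 nM EPAC1 with 250 nM Rap1B loaded with BODIPY-GDP and 50 uM GDP, room temperature. Fluorescence (480/540 nm) read every 5 min for 30 min; signal change normalized to 6.5 mM cAMP as full agonist.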
Numbers without * were called inactive; ? = inconclusive; nt = not tested or not shown; [ ] = remark or other dose. Unless noted, calls come from the whole dose curve; as a rule, active = well fitted curve in the direction sought with a large enough effect; inconclusive = small, poorly fitted or top-dose-only effect, or another doubt; inactive = no such curve, though single readings can be large; an effect the other way counts as inactive or inconclusive.

1. Cc1cc(C)c2[nH]c(O)c(N=NC3=NC(=O)CS3)c2c1
2. CCN1CCN(C(CNS(=O)(=O)c2ccc(F)cc2)c2cccnc2)CC1 (stereo not given)
3. COc1ccc(-n2c3c(cc(C(=O)Nc4ccc(C)cc4)c2=O)C(=O)CCC3)cc1
4. O=C(NC1CCS(=O)(=O)C1)N1CCCCC1 (stereo not given)
5. CCS(=O)(=O)c1ccc(O)c(NC(=O)COc2ccc(Cl)cc2)c1
6. COC(=O)[C@]12CCCCC=C1N(CCC1=CCCCC1)C(=O)[C@H](CC(=O)NCc1cccs1)C2
7. CCOc1cc(C(=O)Nc2cc(C(=O)OC)ccc2C)ccc1OCC(=O)N1CCOCC1
8. COc1ccccc1NC(=O)C(=O)N1N=C(C(C)C)CC1(O)C(F)(F)F (stereo not given)
assay / compound	1	2	3	4	5	6	7	8
aSyn yeast inh	-5%	2%	-5%	-13%	10%	?	1%	0%
WRN inhibitor	-15%	7%	-24%	6%	-16%	0%	5%	161%[activator]
Abeta rescue	-5%	1%	-4%	-2%	-7%	0%	13%	6%
IL2 activator	0.4	2.0	-0.1	-1.3	-3.7	3.6	0.3	0.8
EPAC1 antag	2%	-27%	-22%	10%	-10%	-21%	4%	3%
PLK1 PBD block	-6%	-3%	-4%	-10%	4%	-11%	9%	-2%
FUS yeast rescue	-4%	11%	-23%	24%	-22%	?	4%	7%
PI5P4Ka inh	-25	2	4	4	3	5	-5	nt
EPAC1 agonist	-2%	-11%	7%	5%	-4%	-8%	-2%	8%

9. O=C(COc1ccc(C(=S)N2CCCC2)cc1)Nc1ccc(F)cc1
10. CC1=C(OC(=O)C(C)(C)C)C(C)(C)C(c2ccccc2)OC1=O (stereo not given)
11. Cc1oncc1C(=O)NC1CCCCC1
12. Cc1nn2c(NCCOCCO)c3c(nc2c1-c1ccccc1)CCCC3
13. CC(C)Oc1ccc(C(=O)Nc2ccc(Cl)c(S(=O)(=O)Nc3ccc(Cl)cc3)c2)cc1
14. O=C(Nc1c(C(=O)N2CCOCC2)oc2ccccc12)c1ccccc1Cl
15. CCC1S/C(=N/N=C/c2ccco2)N(c2ccc(F)cc2)C1=O (stereo not given)
16. O=C(Nc1ccc(F)cc1)c1cc(S(=O)(=O)N2CCOCC2)cs1
assay / compound	9	10	11	12	13	14	15	16
aSyn yeast inh	14%	-3%	3%	-5%	16%	5%	-1%	2%
WRN inhibitor	-23%	6%	4%	-4%	-10%	-19%	-2%	-7%
Abeta rescue	20%	-6%	-6%	-9%	6%	-4%	-13%	5%
IL2 activator	-3.2	-1.9	-2.0	-1.9	-5.6	-3.8	-3.6	-2.5
EPAC1 antag	12%	-26%	7%	1%	-17%	-11%	-19%	8%
PLK1 PBD block	-14%	-2%	-3%	-3%	-7%	-7%	4%	-4%
FUS yeast rescue	27%	13%	-27%	9%	nt	-3%	nt	9%
PI5P4Ka inh	-9	1	-5	nt	3	0	-2	0
EPAC1 agonist	-2%	-14%	-6%	8%	11%	-9%	2%	15%

Sorted by value in PI5P4Ka inh (rising): 6 of the compounds above.
entry	Compound	WRN inhibitor	IL2 activator	EPAC1 antag	PLK1 PBD block	PI5P4Ka inh
9	O=C(COc1ccc(C(=S)N2CCCC2)cc1)Nc1ccc(F)cc1	-23%	-3.2	12%	-14%	-9
11	Cc1oncc1C(=O)NC1CCCCC1	4%	-2.0	7%	-3%	-5
15	CCC1S/C(=N/N=C/c2ccco2)N(c2ccc(F)cc2)C1=O (stereo not given)	-2%	-3.6	-19%	4%	-2
16	O=C(Nc1ccc(F)cc1)c1cc(S(=O)(=O)N2CCOCC2)cs1	-7%	-2.5	8%	-4%	0
10	CC1=C(OC(=O)C(C)(C)C)C(C)(C)C(c2ccccc2)OC1=O (stereo not given)	6%	-1.9	-26%	-2%	1
13	CC(C)Oc1ccc(C(=O)Nc2ccc(Cl)c(S(=O)(=O)Nc3ccc(Cl)cc3)c2)cc1	-10%	-5.6	-17%	-7%	3

(list continues)
17. COc1ccc(OC)c(NC(=O)c2cnc3n(c2=O)CCS3)c1
18. O=C(Nn1cnc2ccccc2c1=O)c1ccc(Br)cc1
19. CS(=O)(=O)c1ccc(C(=O)OCC(=O)Nc2cccc(S(=O)(=O)N3CCCC3)c2)cc1
20. O=C(O)CCN1C(=O)/C(=C\c2ccncc2)SC1=S
21. O=C(COc1ccc(S(=O)(=O)N2CCCC2)cc1Cl)Nc1ccc2c(c1)OCO2
22. O=C(O)CSc1nnc(-c2ccccc2O)n1Cc1ccccc1
23. O=C(c1ccc(-n2cnnn2)cc1)N1CCN(C(c2ccccc2)c2ccccc2)CC1
24. COc1ccc(NC(=O)CN(C)C(C)C(=O)NC(=O)NC2CCCCC2)cc1 (stereo not given)
assay / compound	17	18	19	20	21	22	23	24
aSyn yeast inh	2%	-5%	5%	-2%	0%	1%	10%	3%
WRN inhibitor	-6%	-2%	5%	7%	-8%	-4%	-11%	-16%
Abeta rescue	0%	-13%	-4%	1%	20%	1%	14%	-3%
IL2 activator	6.9	2.7	-2.2	-2.0	-0.8	-0.9	0.5	-2.6
EPAC1 antag	-6%	-20%	5%	-8%	4%	3%	-1%	-2%
PLK1 PBD block	-12%	-6%	-2%	0%	1%	-6%	-1%	0%
FUS yeast rescue	-5%	-1%	13%	-6%	25%	3%	18%	13%
PI5P4Ka inh	-21	-9	2	-8	nt	-2	4	7
EPAC1 agonist	-24%	3%	8%	-3%	-11%	-2%	8%	-6%

25. Cc1cc(C)cc(NC(=S)N2CCCC2)c1
26. CC(=O)Nc1ccc(S(=O)(=O)N(CCO)Cc2ccccc2)cc1
27. Cc1cc(C)nc(Nc2n[nH]c(COc3ccccc3)n2)n1
28. COc1ccc(-n2ncc3c(SCC(=O)NNC(C)=O)ncnc32)cc1
29. CC1(C)CC(O)(CCNCc2ccc3c(c2)OCO3)CCO1 (stereo not given)
30. CCc1cc(C(=O)Nc2ccc(S(=O)(=O)NC3=NCCCCC3)cc2)sc1C
31. O=C(CN1C(=O)NC(CCc2ccccc2)C1=O)Nc1ccccc1C(F)(F)F (stereo not given)
32. COc1ccnc(N=CNOCc2ccc(F)cc2Cl)c1C#N
assay / compound	25	26	27	28	29	30	31	32
aSyn yeast inh	13%	13%	1%	-10%	-5%	-3%	-3%[1.84 µM]	-4%
WRN inhibitor	2%	-5%	8%	-9%	14%	?	11%	-17%
Abeta rescue	?	14%	7%	-12%	13%	6%	3%	7%[9.22 µM]
IL2 activator	-0.2	6.7	-4.1	0.8	-3.1	4.5	-0.5	-3.2
EPAC1 antag	-1%	-16%	7%	-29%	-2%	?	19%	-2%
PLK1 PBD block	0%	0%	3.4µM*	5%	0%	-19%	-9%	-6%
FUS yeast rescue	19%	22%	-27%	0%	2%	25µM*	15%	-18%
PI5P4Ka inh	0	0	?	9	1	?	-7	29
EPAC1 agonist	-8%	10%	0%	-5%	-4%	-3%	-5%	6%

33. CCOc1cccc(-c2nc3c(s2)CCc2onc(-c4cccc([N+](=O)[O-])c4)c2-3)c1
34. O=C(NC1CCCCC1)C(c1ccnc2ccccc12)n1c(=O)c(-c2ccco2)nc2ccccc21 (stereo not given)
35. CCCC1(c2ccccc2)NC(=O)NC1=O (stereo not given)
36. COc1ccc(/C=C/C(=O)N2CCOCC2)cc1OC
37. Nc1c(C(=O)CSc2nnc(-c3ccccc3)o2)c(=O)[nH]c(=O)n1C1CC1
38. C=C1N(CCCCCC(=O)O)C(=O)OC12CCCCC2
39. Cc1nc2ccc(S(=O)(=O)NCC(=O)NCCc3ccc(Cl)cc3)cc2s1
40. O=C(N/N=C/c1sc(N2CCCCC2)nc1-c1cccs1)C1CC1
assay / compound	33	34	35	36	37	38	39	40
aSyn yeast inh	-2%	-2%	0%	3%	1%[1.84 µM]	-1%	-4%	4%
WRN inhibitor	9%	-6%	8%	4%	1%	2%	-6%	-4%
Abeta rescue	-19%	-5%	0%	18%	6%	-2%	-14%	12%
IL2 activator	0.4	0.4	2.6	0.1	-0.1	-0.8	3.3	-0.6
EPAC1 antag	8%	-8%	-4%	3%	11%	6%	-9%	-8%
PLK1 PBD block	-7%	-14%	-8%	1%	4%	-2%	-10%	-14%
FUS yeast rescue	7%	?	-11%	10%	1%	14%	6%	17%
PI5P4Ka inh	1	-78*	-4	1	1	0	-1	1
EPAC1 agonist	-15%	0%	9%	13%	11%	0%	5%	7%

41. CCCc1cc(=O)oc2cc(OCC(=O)NC3CC(C)(C)NC(C)(C)C3)ccc12
42. CCCOc1ccccc1C(=O)N(Cc1cccc(Br)c1)C1CCS(=O)(=O)C1 (stereo not given)
43. c1ccc(CSCCc2ccncc2)cc1
44. COc1ccc(N2CCN(c3oc(COc4ccccc4)nc3C#N)CC2)cc1
45. CCOC(=O)C1=C(C)NC(=O)NC1C(C)C (stereo not given)
46. Cc1ccc2nsnc2c1NC(=O)c1cccnc1Cl
47. O=C(N/C(=C/c1ccc(Br)cc1)C(=O)N1CCCCC1)c1ccccc1F
assay / compound	41	42	43	44	45	46	47
aSyn yeast inh	1%	10%	-13%	7%	0%	-1%	-5%
WRN inhibitor	1%	0%	-4%	-5%	11%	10%	-28%
Abeta rescue	12%	16%	-1%	11%	6%	-5%	-6%
IL2 activator	1.1	-1.6	-0.4	-0.3	1.6	-1.7	-2.3
EPAC1 antag	6%	-22%	-4%	-18%	2%	-10%	?
PLK1 PBD block	-8%	5%	-15%	-28%	-17%	-22%	2%
FUS yeast rescue	-6%	34%	35%	14%	-20%	10%	nt
PI5P4Ka inh	-2	3	6	7	-1	-1	4
EPAC1 agonist	13%	6%	-8%	6%	-15%	3%	6%

Single records, from the list above. Values in the order: aSyn yeast inh	WRN inhibitor	Abeta rescue	IL2 activator	EPAC1 antag	PLK1 PBD block	FUS yeast rescue	PI5P4Ka inh	EPAC1 agonist
Results for c1ccc(CSCCc2ccncc2)cc1 = -13%	-4%	-1%	-0.4	-4%	-15%	35%	6	-8%
Results for CCCOc1ccccc1C(=O)N(Cc1cccc(Br)c1)C1CCS(=O)(=O)C1 (stereo not given) = 10%	0%	16%	-1.6	-22%	5%	34%	3	6%
